# CAL PDZ FP-1: inhibitors of human CAL PDZ peptide binding | Q9HD26 | inhibition, % at 24.9 µM | purified CAL PDZ, TMR-peptide fluorescence polarization, 1 h | AID 602252 | 300,000 tested, 0.92% active;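 active means mean inhibition of at least 30% with at least half of replicates also reaching 30%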;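 further: 0% = DMSO neutral control and 100% = excess unlabeled competitor peptide PRC23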
# DAGLB inh: diacylglycerol lipase beta (human) inhibition. Q8NCG7. HEK293T DAGLB membrane lysate, EnzChek fluorogenic substrate. inhibition, % at 5.17 µM. 340,000 tested, 0.059% active. AID 504411; in the data active means inhibition above about 34%;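 further: 0% = enzyme with vehicle and 100% = wells lacking enzyme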
# CAL PDZ FP-2: blocks peptide binding to human CAL PDZ domain; Q9HD26; purified CAL PDZ, TMR-peptide fluorescence polarization, 1 h; inhibition, % at 20 µM; 330,000 tested, 0.02% active; AID 504414;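 active means highest replicate inhibition of at least 40%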;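 further: plate controls were DMSO neutral control wells for no effect and unlabeled competitor peptide control wells for full effect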
#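 Material – purified CerCALP PDZ construct · Detection – FP readout, S and P plane fluorescence · Measure – percent inhibition from loss of millipolarization · Controls – unlabelled peptide for full inhibition, DMSO wells as neutral · Probe or stimulus – TMR-labelled reporter peptide T*-PRC34 bound in PDZ groove · Times – 1 h at RT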
# Keap1-Nrf2 PPI: inhibitors of human Keap1-Nrf2 protein-protein interaction | Q14145 | Keap1 Kelch-Nrf2 peptide fluorescence polarization, 1536-well | inhibition, % at 9.4 µM | 340,000 tested, 0.15% active | AID 504523; in the data active means inhibition above about 12%;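 further: human Keap1 Kelch domain with fluorescein labeled Nrf2 9mer peptide probe; 0% = neutral control wells and 100% = peptide positive control; higher means more block of Keap1 binding to Nrf2 peptide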
# Target sequence (Q14145 whole entry, looked up, the tested form may be a part): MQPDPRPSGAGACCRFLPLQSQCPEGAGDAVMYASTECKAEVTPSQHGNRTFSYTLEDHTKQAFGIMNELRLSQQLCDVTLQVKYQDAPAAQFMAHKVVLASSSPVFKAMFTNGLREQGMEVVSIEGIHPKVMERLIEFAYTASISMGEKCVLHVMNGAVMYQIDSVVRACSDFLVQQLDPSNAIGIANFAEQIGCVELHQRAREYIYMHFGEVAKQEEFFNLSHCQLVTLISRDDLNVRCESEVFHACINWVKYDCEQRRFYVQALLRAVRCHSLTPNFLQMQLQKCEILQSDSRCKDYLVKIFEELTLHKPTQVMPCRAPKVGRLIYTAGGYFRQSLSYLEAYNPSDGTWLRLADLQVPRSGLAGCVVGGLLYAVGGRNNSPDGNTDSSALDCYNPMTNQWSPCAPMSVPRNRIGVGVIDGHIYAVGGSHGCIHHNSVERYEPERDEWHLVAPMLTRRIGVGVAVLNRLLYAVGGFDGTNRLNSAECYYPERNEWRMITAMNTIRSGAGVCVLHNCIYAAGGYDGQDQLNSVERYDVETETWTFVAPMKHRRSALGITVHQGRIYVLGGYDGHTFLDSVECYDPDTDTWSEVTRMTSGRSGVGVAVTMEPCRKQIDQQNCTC
# Cardiac RTF inh: cardiac RTF calcium desensitization; P19429+P45379; IANBD-labeled cardiac RTF, Ca2+ fluorescence; inhibition, % at 7.15 µM; 340,000 tested, 0.12% active;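 active means inhibition above the mean inhibition of all tested compounds plus 3 SD, cut at about 17% in these data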;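 further: assay run at fixed EC70 calcium of 1.6 mM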
# NSD2 inh: NSD2 (human) methyltransferase inhibition; NSD2 peptide methylation, AlphaScreen, 120 min; 310,000 tested, 0.54% active; inhibition, % at 12.5 µM; in the data active means inhibition above about 50%
# Pemphigus Ab inh: inhibitors of pemphigus antibody binding to human desmoglein-3; DSG3-coupled beads, scFv-anti-DSG3-GFP binding, flow cytometry; hits give low values; 310,000 tested, 0.48% active; binding (percent of control), % at 10 µM; P32926;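 active means binding more than 3 SD below its plate's average and above zero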;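 further: hits lower antibody fragment binding to DSG3; some compounds called inactive have numbers as strong as hits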
# V-ATPase pH: regulators of yeast V-ATPase proton transport; 350,000 tested, 0.37% active; response, % at 10 µM; S. cerevisiae, pHLuorin cytosolic pH fluorescence; in the data active means response mostly above about 7.3%, no sharp cut-off; inactive means mostly below about 5.4%; further: actives read high; inactives centre near 0; some compounds called inactive have numbers as strong as hits
# C-LANA FP: blocks KSHV LANA C-terminal domain binding to DNA | MBP-C-LANA/FAM-LBS DNA binding, fluorescence polarization | inhibition, % at 9 µM | 340,000 tested, 0.078% active;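 active means highest replicate inhibition at or above 60% at 9 µM, even if other replicates fall short; inactive means all replicates below 60% inhibition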;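 further: 0% = neutral control wells and 100% = 4 µM acridine orange control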
# Arr AP2 block: blocks beta-arrestin peptide binding to AP2 adaptin; AID 504490; FITC-arrestin peptide / GST-AP2 beads, flow cytometry; AP2 beta2 appendage carries R879A mutation; inhibition, % at 10 µM; 340,000 tested, 0.31% active;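 active means inhibition above a set limit, near 3 SD of compounds lacking own fluorescence, cut at about 54% in these data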;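 further: plate controls were DMSO wells for no effect and 5 µM unlabelled arrestin peptide for full effect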
#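 System: GST-AP2 R879A glutathione beads | Also added: FITC-arrestin peptide, 50 nM | Times: 12 min plus 1 h, RT | Signal: Bead flow cytometry, FITC channel | Buffer or medium: PBS with 0.05% Tween 20 and 0.1% BSA | Read-out basis: Percent drop in bead-associated FITC signal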
# Active calls of the source: *; . = not tested or not shown; & = joins results of further samples. The list is partial. The share of hits here may be higher or lower than overall.
entry	mol	CAL PDZ FP-1	DAGLB inh	CAL PDZ FP-2	Keap1-Nrf2 PPI	Cardiac RTF inh	NSD2 inh	Pemphigus Ab inh	V-ATPase pH	C-LANA FP	Arr AP2 block
1	CCOCCCNC(=O)c1ccc(Cn2c(=S)[nH]c3c([nH]c4ccc(OC)cc43)c2=O)cc1	.	1	-0.7	-6	-1	1	105	-1	1.3	-19
2	CC(C)N1C(=O)S/C(=C/c2ccccc2OCc2ccc(C(=O)O)cc2)C1=O	11	5	-2.5	-5	-5	2	98	-3	-1.4	10
3	Cc1ccc(C(=O)O)cc1S(=O)(=O)Nc1ccccc1C(=O)NC1CC1	5	1	-0.8	4	1	0	104	1	0.3	-3
4	CSc1ccccc1NC(=O)c1noc2c1CCC2	.	-8	-0.5	-1	1	-2	102	-1	1.1	-1
5	C=CCn1c(SCC(C)=O)nnc1-c1cc(-c2ccccc2)sc1N	.	2	0.3	-4	2	7	103	0	0.7	26
6	CCOC(=O)C1CCCN(S(=O)(=O)c2c(C)c(C)cc(C)c2C)C1 (configuration not stated)	-4	-10	-2.0	-3	3	-12	120	1	0.5	11
7	O=C1CCCN2N=C(SCC(=O)N3CCCCC3)SC2=N1	3	-2	-0.6	5	3	-8	99	1	-0.7	42
8	COc1cc(C2NC(=O)NC(C)=C2C(=O)OCC2CCCO2)cc(OC)c1OC (configuration not stated)	0	0	-2.8	-2	3	0	97	2	1.4	-7
9	O=C1CN(c2ccccc2)C(=S)N1c1ccccc1	-2	-3	5.7	-5	-7	-1	108	2	0.0	23
10	CC(C)c1nc2ccc(C(=O)O)cc2[nH]1	1	-3	-0.7	1	-10	3	106	4	0.0	8
11	C/C(=N/NC(=O)c1cc(-c2cccc([N+](=O)[O-])c2)n[nH]1)c1ccc(Cl)cc1	8	0	-0.7	1	-2	-2	97	1	-2.3	4
12	Cc1cc(C)cc(C(=O)NC(CC(N)=O)c2ccc(NC3CCCCCCCCCCC3)c([N+](=O)[O-])c2)c1 (configuration not stated)	2	4	0.7	-3	6	.	97	2	1.1	45
13	COc1ccc2c(c1)C(=O)N(Cc1ccccc1)C(=O)C2(C)C	.	-5	-0.1	-3	-1	-10	.	-1	-1.3	43
14	O=C(Nc1nncs1)c1cccc(S(=O)(=O)N2CCOCC2)c1	0	-1	0.1	-1	-3	0	103	3	0.2	24
15	CCCNC(=O)C(Cc1ccccc1)NC(=O)c1ccc(C(F)(F)F)cc1 (configuration not stated)	-2	-1	-3.4	-4	3	.	109	1	-0.9	4
16	COC(=O)CCC(=O)NNC(=O)c1cccc(Br)c1	-2	2	0.6	-2	1	-1	103	3	1.4	11
17	COc1ccc(-n2nc(C(=O)NCC(=O)NCC3COc4ccccc4O3)c3ccccc3c2=O)cc1OC (configuration not stated)	4	-7	-1.6	-3	-7	-1	109	3	-1.4	2
18	Cc1ccc(NC(=O)CCCn2c(=O)[nH]c3ccsc3c2=O)cc1	-3	0	-3.2	-1	7	.	102	0	-0.8	2
19	COc1cc(C=NOC(=O)Nc2ccccc2)cc(OC)c1OC	-7	-2	-2.7	4	-2	-2	.	0	-0.8	-14
20	O=C(O)CC1=C(Nc2ccccc2)C(=O)N(c2ccccc2)C1c1ccc(Br)cc1 (configuration not stated)	-4	9	-0.7	3	6	1	106	-2	2.5	-18

# Compound profiles, from the list above. Order of screens: CAL PDZ FP-1, DAGLB inh, CAL PDZ FP-2, Keap1-Nrf2 PPI, Cardiac RTF inh, NSD2 inh, Pemphigus Ab inh, V-ATPase pH, C-LANA FP, Arr AP2 block
# COc1cc(C2NC(=O)NC(C)=C2C(=O)OCC2CCCO2)cc(OC)c1OC (configuration not stated) is listed as 0, 0, -2.8, -2, 3, 0, 97, 2, 1.4, -7
# Cc1ccc(C(=O)O)cc1S(=O)(=O)Nc1ccccc1C(=O)NC1CC1 is listed as 5, 1, -0.8, 4, 1, 0, 104, 1, 0.3, -3

# Next part
entry	mol	CAL PDZ FP-1	DAGLB inh	CAL PDZ FP-2	Keap1-Nrf2 PPI	Cardiac RTF inh	NSD2 inh	Pemphigus Ab inh	V-ATPase pH	C-LANA FP	Arr AP2 block
21	O=C(c1ccc(S(=O)(=O)N2CCOCC2)cc1)N(c1ccc(F)cc1)C1C=CS(=O)(=O)C1 (configuration not stated)	-2	-2	-1.3	1	-12	-1	100	1	0.2	-3
22	Cc1ccc(OCC(=O)NC2CC(C)(C)NC(C)(C)C2)c(C)c1	-2	-2	0.4	-5	0	-3	106	2	-0.3	-1
23	COC(=O)Cc1nnc(SCC(=O)Nc2ccccc2)c2ccccc12	-3	0	-2.5	-5	-1	0	95	5	-1.7	3
24	O=C(C[C@H]1C/C=C\CC[C@H](Cc2ccc(F)cc2)C(=O)OC[C@@H]2CCCN2C1=O)N[C@H](CO)Cc1ccccc1	-2	2	-1.2	-3	4	.	106	9	-0.4	.
25	CN(Cc1ccccc1)C(=O)COC(=O)c1cc2ccccc2oc1=O	2	1	0.7	0	-9	-1	106	4	-0.2	0
26	CC(C)Cn1c(-c2ccc(Cl)cc2)cnc1SCC(=O)N1CCOCC1	-4	2	-0.3	-4	-12	14	104	-1	-0.1	-3
27	CCCc1cc2c(cc1NC(=O)c1ccc(C(C)(C)C)cc1)OCO2	-4	-5	-0.3	-4	-10	-1	123	1	-0.4	-6
28	O=C(CCN1C(=O)C2C3CCC(C3)C2C1=O)OCC(=O)c1cccc([N+](=O)[O-])c1 (configuration not stated)	3	0	-0.4	-4	5	-4	94	0	-0.8	-4
29	O=C(COC(=O)c1ccccc1F)NNC(=O)c1ccccc1	-4	-1	-2.8	-4	-10	-6	99	-1	-0.4	-3
30	CCOC(=O)c1ccc(S(=O)(=O)N2CCNCC2)cc1	.	0	-1.2	-2	-6	0	109	-5	0.7	4
31	CCO[C@H]1OC(C(=O)N2CCN(Cc3ccc4c(c3)OCO4)CC2)=C[C@@H](c2ccc3c(c2)OCO3)[C@@H]1CCCO	-4	1	-8.2	-2	-13	.	104	2	-2.2	34
32	O=C(CCCCCNC(=O)N1CCn2c1nc1ccccc12)N[C@@H](Cc1ccccc1)C(=O)O	0	-3	-0.4	-2	-12	.	100	0	-0.8	24
33	Cc1c(C)n(Cc2ccccc2)c2ncnc(NCCO)c12	-4	-2	.	2	2	2	99	-2	1.1	31
34	O=C(CC(=O)Nc1cc(Cl)ccc1Cl)Nc1cc(Cl)ccc1Cl	0	-17	-0.3	-6	-11	-1	112	0	0.3	10
35	COc1ccc(N2CCN(Cc3csc(C)c3-c3ccc(C)cc3)CC2)cc1	0	-6	0.0	-3	-1	5	94	-1	2.2	32
36	CCN(CC)C(=O)/C(=C/c1cccc([N+](=O)[O-])c1)NC(=O)c1ccco1	0	-2	0.2	-2	3	7	99	-2	-1.9	38
37	COc1ccc(Cn2c(CCC(=O)Nc3ccccc3OC)nc3cccnc32)cc1	5	-2	-2.3	2	4	-1	86	2	-0.6	0
38	CCCn1nc(C(=O)NNC(=O)CSCC(=O)Nc2cc(C)on2)c2ccccc2c1=O	.	2	-0.7	0	-18	-3	101	5	-1.6	-6
39	O=C(Nc1ccc(O)cc1)c1ccc(C(=O)c2ccccc2)o1	.	-1	-0.2	0	2	-1	102	2	0.0	29
40	O=C(CSCc1ccccc1)N1CCN(Cc2ccc3c(c2)OCO3)CC1	-5	-2	-4.2	-3	-6	4	108	6	-1.4	5

entry	mol	CAL PDZ FP-1	DAGLB inh	CAL PDZ FP-2	Keap1-Nrf2 PPI	Cardiac RTF inh	NSD2 inh	Pemphigus Ab inh	V-ATPase pH	C-LANA FP	Arr AP2 block
41	Cc1nn(-c2ccc(F)cc2)c(C)c1CN1CCN(CCC(C)C)C(CCO)C1 (configuration not stated)	-1	-1	0.3	-4	-5	.	103	-2	-0.1	10
42	O=C1CSC(c2ccc([N+](=O)[O-])cc2)N1c1ccccc1 (configuration not stated)	-2	-1	0.3	4	-4	3	93	2	0.5	4
43	C/C(=N\NC(=O)c1ccco1)c1ccc(-c2ccccc2)cc1	28	-4	-1.5	-2	5	1	102	-11	-0.4	17
44	O=C(O)Cc1ccc2oc(-c3ccccn3)nc2c1	-1	-3	0.5	-2	-1	-4	98	-2	1.1	37
45	CC(NC(=O)C12CC3CC(CC(C3)C1)C2)C(=O)NCCN(C)C (configuration not stated)	-4	-1	0.2	-3	9	-3	108	-3	-1.2	-7
46	CC(=O)Nc1ccc(NC(=O)Cn2nc(C(=O)Nc3ccc(C)cc3)ccc2=O)cc1	-11	0	-2.0	-1	0	1	.	1	1.3	6
47	NC(=O)C1CCN(c2ccc(C(F)(F)F)cc2[N+](=O)[O-])CC1	-2	5	0.4	-1	5	3	97	-2	0.1	0
48	COc1cccc(CN2CCN(Cc3ccc(C#CC(C)(C)O)s3)CC2CCO)c1 (configuration not stated)	-4	-1	-2.1	-5	-10	-1	86	-3	-0.7	5
49	COc1ccc(C)cc1S(=O)(=O)N(C)CC(=O)NCc1ccccn1	-4	-2	-0.6	5	1	-2	114	7	-0.4	23
50	COC(=O)C1=C(C)N(c2ccc(F)cc2)C(=O)C1	0	0	-0.4	-2	-11	0	.	1	-0.7	6
51	Cc1cc(C)c2nc(NC(=O)c3cccc(S(=O)(=O)N4CCc5ccccc54)c3)sc2c1	6	-4	-0.9	-6	0	0&-2	97	0	0.6	-1
52	CC1(C)C[C@@H]1C(=O)N/C(=C\CCCCSC[C@H](N)C(=O)O)C(=O)O	0	0	-0.5	-6	-8	.	125	-2	-0.9	0
53	Cn1cc(CN2CCCC(CO)(Cc3ccccc3)C2)cn1 (configuration not stated)	-3	-1	0.1	4	-5	4	103	-5	0.7	28
54	Cc1snc(S(=O)(=O)/C(C#N)=N/Nc2cccc(C(F)(F)F)c2)c1C#N	-2	9	-2.4	12*	0	.	74*	25*	-2.1	2
55	CC(C)c1cc(CNC(=O)C2CCC(=O)N(Cc3ccccc3F)C2)on1 (configuration not stated)	1	1	-0.6	-2	-9	-1	104	0	0.3	-11
56	COc1ccc(C(=O)Nc2ccccc2C(=O)NCCCn2ccnc2)cc1	.	-1	-0.8	0	3	1	98	9	0.4	18
57	COc1cc(NS(=O)(=O)c2cc(NC(C)=O)ccc2OC)c(OC)cc1NC(=O)c1ccccc1	-2	1	-0.8	-4	-1	18	96	-2	-0.5	-10
58	CC(C(=O)NCc1ccco1)n1nc(-c2ccccc2)c2cc(Cl)ccc21 (configuration not stated)	-1	-3	0.3	0	2	.	108	2	-0.7	21
59	CCOC(=O)CNC(=O)CN1CCC(c2nc3ccccc3[nH]2)CC1	-1	2	-1.8	-1	-5	0	103	0	3.0	5
60	COc1ccc(OC)c2c1cc(C(=O)N[C@H](C(=O)N1CCC[C@H]1C(=O)O)C(C)C)n2C	4	-3	0.9	0	-6	.	.	2	1.1	6
61	COc1ccc(-c2coc3cc4oc(=O)cc(C)c4cc23)cc1F	.	0	-2.2	-1	-5	-5	101	-3	0.1	4
62	CC1(C)CC(=O)C(C(C2=C(O)CC(C)(C)CC2=O)c2ccco2)C(=O)C1 (configuration not stated)	-1	1	-1.2	2	-5	3	97	3	-2.3	-13
63	Cc1ccc(SCCC(=O)NCCSCc2ccccc2C)cc1	-7	-8	-1.1	-4	4	-4	112	-1	-1.1	10
